Source: PubChem (National Center for Advancing Translational Sciences (NCATS))
G9a inh = blocks human histone lysine methyltransferase G9a; Q96KQ7; G9a H3K9 monomethylation, AlphaScreen, 2 h; Potency, µM (top dose mostly 102 µM), for the others: top-dose activity, negative = inhibition, most hits filed as inhibitors; hit rate 8.8% among 350,000; note: potency is the fitted concentration of half-maximal effect; % is set by controls: 0 for no effect and ±100 for the full control effect; nearly all actives have a fitted effect of over 75% in size
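G9a (20 nM) was preincubated 15 min with compound, then reacted 2 h at room temperature with 500 nM biotin-H3K9 peptide and 20 µM SAM. Monomethyl-H3K9 detected by AlphaScreen using anti-H3K9me1 antibody.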
GLS inh = inhibitors of human glutaminase (GLS); GLS enzymatic activity, qHTS titration; hit rate 0.21% among 410,000; Potency, µM (doses to about 45.5 µM), for inactives: at the top dose activity change, negative = inhibition, most hits filed as inhibitors; note: potency is the fitted concentration of half-maximal effect; % is set by controls: 0 for no effect and ±100 for the full control effect
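hKGA; 45 mM KH2PO4 pH 8.2 + 0.02% Tween-20; cpd via pin tool; 1 mM Gln soln; GluOx/HRP/Amplex Red; RT 30 min; fluor. t0 & final.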
Pin1 inhibitor = inhibitors of human Pin1; Q13526; Pin1 FP peptide displacement, HiFluor488, 10 min; Potency, µM (doses to about 115 µM), without a hit: at the top dose activity, negative = inhibition, actives largely listed as inhibitors; hit rate 0.009% among 390,000; active = well fitted inhibition curve with a large enough effect in the polarisation, with a control signal flat, not every such curve was filed as active; inconclusive = small, poorly fitted or top-dose-only effect, or effect the other way, or a change in a side signal; inactive = no such curve, though single readings can be large or run the other way; the % refers to the polarisation; note: potency is the fitted concentration of half-maximal effect; % is set by controls: 0 for no effect and ±100 for the full control effect
Target sequence (Q13526 whole entry, looked up): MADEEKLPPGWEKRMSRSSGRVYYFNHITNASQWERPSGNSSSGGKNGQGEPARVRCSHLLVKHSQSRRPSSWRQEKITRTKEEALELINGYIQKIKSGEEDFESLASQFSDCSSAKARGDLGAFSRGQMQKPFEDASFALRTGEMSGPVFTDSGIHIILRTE
BAZ2B inh = blocks human BAZ2B | Potency, µM (titrated, usually from 114 µM), without a hit: top-dose activity change, negative = inhibition, usual class: inhibitors | AlphaScreen BAZ2B-H3K14Ac peptide displacement | hit rate 4.4% among 360,000 | Q9UIF8; note: potency is the fitted concentration of half-maximal effect; % is set by controls: 0 for no effect and ±100 for the full control effect; nearly all actives have a fitted effect of over 60% in size
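Protein-peptide AlphaScreen: BAZ2B 50 nM, b-H3K14Ac 50 nM, 1x PBS pH 7.4 + 0.01% Tween-20. Preincubation 30 min RT; cpd 30 min RT (top 110 uM); beads 20 min RT, light-protected.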
PI4K2A inh = PI4K2A (human) kinase inhibition; Q9BTU6; purified PI4K2A, ADP-Glo luminescence, 1 h; active compounds read low; activity change, negative = inhibition, % at 76.9 µM; hit rate 0.13% among 420,000; AID 1346378; in the data active = activity change below about -50%; inconclusive = mostly about -30% to -49%;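 note: -100% = wells without enzyme as full effect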
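PI4K2A activity was measured by ADP-Glo luminescence: enzyme (4 ug/mL stock) and phosphatidylinositol (1.2 mM stock) in Tris pH 7.5/MgCl2/EGTA/Triton X-100 buffer were reacted with ATP (300 microM stock) for one hour at ambient temperature.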
JMJD2A Tudor inh = inhibitors of human JMJD2A Tudor domain; O75164; AlphaScreen JMJD2A-Tudor / H3K4me3 peptide binding; Potency, µM (top dose mostly 114 µM), for inactives: top-dose activity change, negative = inhibition, most hits filed as inhibitors; hit rate 4.4% among 390,000; note: potency is the fitted concentration of half-maximal effect; % is set by controls: 0 for no effect and ±100 for the full control effect; nearly all actives have a fitted effect of over 50% in size
Pol eta inh = DNA polymerase eta (human) inhibition; hit rate 1.2% among 390,000; Potency, µM (highest dose often 114 µM), without a hit: top-dose activity change, negative = inhibition, most hits filed as inhibitors; AID 588591; recombinant Pol eta, fluorescent DNA replication assay; note: potency is the fitted concentration of half-maximal effect; % is set by controls: 0 for no effect and ±100 for the full control effect
Target sequence (Q9Y253 whole entry, looked up): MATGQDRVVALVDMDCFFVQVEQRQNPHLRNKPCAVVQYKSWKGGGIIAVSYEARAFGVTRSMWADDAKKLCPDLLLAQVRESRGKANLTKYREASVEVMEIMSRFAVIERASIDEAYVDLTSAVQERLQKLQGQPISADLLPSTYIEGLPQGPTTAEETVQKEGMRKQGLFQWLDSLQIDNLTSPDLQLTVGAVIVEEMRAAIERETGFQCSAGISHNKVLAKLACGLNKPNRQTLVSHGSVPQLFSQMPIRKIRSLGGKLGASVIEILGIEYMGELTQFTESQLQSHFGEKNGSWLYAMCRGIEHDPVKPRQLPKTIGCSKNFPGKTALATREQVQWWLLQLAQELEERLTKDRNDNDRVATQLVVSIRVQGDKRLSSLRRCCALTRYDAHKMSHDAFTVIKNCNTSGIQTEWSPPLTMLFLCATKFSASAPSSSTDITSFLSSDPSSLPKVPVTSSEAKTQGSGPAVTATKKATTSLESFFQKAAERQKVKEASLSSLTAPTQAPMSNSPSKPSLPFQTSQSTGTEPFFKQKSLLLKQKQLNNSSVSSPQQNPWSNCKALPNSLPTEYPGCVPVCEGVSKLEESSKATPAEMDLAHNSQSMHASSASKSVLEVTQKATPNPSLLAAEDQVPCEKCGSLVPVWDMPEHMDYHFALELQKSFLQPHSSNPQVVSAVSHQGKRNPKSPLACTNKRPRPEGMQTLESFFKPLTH
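Fluorescent replication assay: 50 nM final substrate added after a 15 min room-temperature compound preincubation with 10 nM enzyme. Signal taken at 0 min and again at 10 min.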
HP1b chromo inh = blocks HP1-beta chromodomain binding to methylated histone tails | P83916 | hit rate 0.56% among 390,000 | AlphaScreen HP1-beta / biotin-H3K9me3 peptide binding | Potency, µM (titrated, usually from 114 µM), without a hit: top-dose activity change, negative = inhibition, most hits filed as inhibitors; note: potency is the fitted concentration of half-maximal effect; nearly all actives have a fitted effect of over 70% in size; inactives centre near 23
Target sequence (P83916 whole entry, looked up): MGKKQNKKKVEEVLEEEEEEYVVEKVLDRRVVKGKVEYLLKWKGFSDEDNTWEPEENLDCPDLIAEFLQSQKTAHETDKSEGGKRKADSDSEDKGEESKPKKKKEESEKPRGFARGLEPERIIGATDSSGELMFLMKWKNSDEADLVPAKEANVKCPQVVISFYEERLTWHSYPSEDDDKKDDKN
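HP1-beta protein (50 nM final) preincubated 30 min at room temperature with biotinylated H3(1-18)K9me3 peptide (50 nM) in PBS pH 7.4, 0.01% Tween-20, then compound added for 30 min. AlphaScreen streptavidin donor/nickel chelate acceptor beads (10 ug/mL final), 30 min dark, luminescence read.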
Tb PGK inh = blocks T. brucei phosphoglycerate kinase; hit rate 0.043% among 380,000; P07378; Potency, µM (series often up to 57.5 µM), inactives show top-dose activity change, negative = inhibition, most hits filed as inhibitors; PGK/GAPDH coupled, Kinase-Glo luminescence, 60 min; note: potency is the fitted concentration of half-maximal effect; % is set by controls: 0 for no effect and ±100 for the full control effect; nearly all actives have a fitted effect of over 60% in size
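Luminescent ATP detection (Kinase-Glo Plus) follows a 60-minute room-temperature incubation, with wells lacking PGK as controls. Buffer: 100 mM TEA (pH 7.6), 5 mM MgCl2, 0.01% Tween-20. Coupling enzyme GAPDH (100 nM final) supplies unstable 1,3-BPG in-well.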
An asterisk follows results filed as active; i = inactive; ? = inconclusive; · = no result given; & = joins results of further samples; [ ] = remark or other dose. Unless noted, calls come from the whole dose curve; as a rule, active = well fitted curve in the direction sought with a large enough effect; inconclusive = small, poorly fitted or top-dose-only effect, or another doubt; inactive = no such curve, though single readings can be large; an effect the other way counts as inactive or inconclusive. These rows are one share of the data; the hit share may differ from the screen's.

G9a inh	GLS inh	Pin1 inhibitor	BAZ2B inh	PI4K2A inh	JMJD2A Tudor inh	Pol eta inh	HP1b chromo inh	Tb PGK inh	smiles
?	5%	-4%	-18%	5	-22%	-13%	29%	-3%	CCOC(=O)c1nc(C)nc(Sc2n[nH]c(-c3cc(C(F)(F)F)cc(C(F)(F)F)c3)n2)c1C
?	19%	2%	-10%	-3	-34%	-8%	-5%	-6%	Cc1cccc(NS(=O)(=O)c2ccc(C)c(C(=O)NCC(c3cccs3)N(C)C)c2)c1 (centres undefined)
7%	6%	-3%	-4%	1	-1%	-22%	32%	1%	CCOC(=O)CN(C(=O)c1ccccc1[N+](=O)[O-])C(C)(C)C
13%[59 µM]	-7%	-8%	9%	1	1%	-22%	46%[activator]	i	O=C(Cn1nc(C(F)(F)F)cc1C1CC1)NCc1ccccc1F
4%	-1%	-11%	-2%	1	-13%	-14%	23%	-7%	O=C(COC(=O)c1ccco1)NCc1ccc(Cl)cc1
18%[0.0925 µM]	8%	-14%	?	-2	-24%	6%	22%	-9%	O=C(CNC(=O)[C@@H]1Cc2ccccc2CN1)Nc1ccc2c(c1)OCO2
13%[0.0925 µM]	2%	10%	-7%	-2	-12%	-3%	33%	5%	COc1ccc(NC(=O)CCCC(=O)OCC(=O)c2cccc(OC)c2)cc1
·	0%	2%	·	-3	2%	-25%	25%	2%	O=C(NC1=NCCS1)c1cccc(Br)c1
0%[12.7 µM]	?	21%	?	0	?	-15%	-16%	-4%	CC(C)=CCc1c(O)ccc2c1OC(c1ccc(O)c(O)c1)CC2=O (centres undefined)
-4%	8%	1%	-14%	0	-10%	12%	25%	-3%	Cc1ccc(OCc2cc(C(=O)N3CCCC3)no2)cn1
-24%[59 µM]	6%	1%	-2%	0	-1%	-11%	34%[activator]	i	Cc1cc(C)c2nc(N3CCCC(C(=O)NCc4cccc(Cl)c4)C3)sc2c1 (centres undefined)
?	-6%	8%	-22%	-1	-1%	-16%	28%	-5%	O=C(c1ccc2c(=O)n(Cc3ccccc3)c(=S)[nH]c2c1)N1CCCC1
7%	1%	2%	-1%[57.1 µM]	-6	0%	-13%	17%	-9%	CC1CC(C)CN(S(=O)(=O)N2CCCC(C(=O)NCCCN3CCOCC3)C2)C1 (centres undefined)
7.9µM*	?	10%	-32%	-2	89µM*	-18%	?	1%	CCC(C)n1ncn(-c2ccc(N3CCN(c4ccc(O)cc4)CC3)cc2)c1=O (centres undefined)
11%[0.0925 µM]	-13%	1%	1%	0	-7%	-14%	34%	-3%	Cc1ccc(NC(=O)CCCCCN2C(=O)[C@@H]3Cc4ccccc4CN3C2=O)c(Cl)c1
?	2%	2%	-33%	6	-13%	-20%	10%	-8%	Cc1ccc(CN(C(=O)COc2cccc(C)c2C)C2CCS(=O)(=O)C2)o1 (centres undefined)

10 entries from above, with values under each structure.
Screens in order – G9a inh, GLS inh, Pin1 inhibitor, BAZ2B inh, PI4K2A inh, JMJD2A Tudor inh, Pol eta inh, HP1b chromo inh, Tb PGK inh
- COc1ccc(NC(=O)CCCC(=O)OCC(=O)c2cccc(OC)c2)cc1
  13%[0.0925 µM], 2%, 10%, -7%, -2, -12%, -3%, 33%, 5%
- O=C(NC1=NCCS1)c1cccc(Br)c1
  ·, 0%, 2%, ·, -3, 2%, -25%, 25%, 2%
- CC(C)=CCc1c(O)ccc2c1OC(c1ccc(O)c(O)c1)CC2=O (centres undefined)
  0%[12.7 µM], ?, 21%, ?, 0, ?, -15%, -16%, -4%
- Cc1ccc(OCc2cc(C(=O)N3CCCC3)no2)cn1
  -4%, 8%, 1%, -14%, 0, -10%, 12%, 25%, -3%
- Cc1cc(C)c2nc(N3CCCC(C(=O)NCc4cccc(Cl)c4)C3)sc2c1 (centres undefined)
  -24%[59 µM], 6%, 1%, -2%, 0, -1%, -11%, 34%[activator], i
- O=C(c1ccc2c(=O)n(Cc3ccccc3)c(=S)[nH]c2c1)N1CCCC1
  ?, -6%, 8%, -22%, -1, -1%, -16%, 28%, -5%
- CC1CC(C)CN(S(=O)(=O)N2CCCC(C(=O)NCCCN3CCOCC3)C2)C1 (centres undefined)
  7%, 1%, 2%, -1%[57.1 µM], -6, 0%, -13%, 17%, -9%
- CCC(C)n1ncn(-c2ccc(N3CCN(c4ccc(O)cc4)CC3)cc2)c1=O (centres undefined)
  7.9µM*, ?, 10%, -32%, -2, 89µM*, -18%, ?, 1%
- Cc1ccc(NC(=O)CCCCCN2C(=O)[C@@H]3Cc4ccccc4CN3C2=O)c(Cl)c1
  11%[0.0925 µM], -13%, 1%, 1%, 0, -7%, -14%, 34%, -3%
- Cc1ccc(CN(C(=O)COc2cccc(C)c2C)C2CCS(=O)(=O)C2)o1 (centres undefined)
  ?, 2%, 2%, -33%, 6, -13%, -20%, 10%, -8%

Additional entries follow.
G9a inh	GLS inh	Pin1 inhibitor	BAZ2B inh	PI4K2A inh	JMJD2A Tudor inh	Pol eta inh	HP1b chromo inh	Tb PGK inh	smiles
-3%	1%	1%	10%	7	2%	-9%	67%[activator]	-5%	O=C(NCCCc1ccccc1)c1ccc(F)cc1
-17%	18%	4%	1%	-3	-21%	-16%	32%	-2%	O=C1CC(C(=O)N2CCN(c3ccc(F)cc3)CC2)CN1CCc1ccccc1 (centres undefined)
·	-31%	1%	-21%	-1	-10%	-19%	40%[activator]	14%	CCc1n[nH]c(=S)n1/N=C/c1ccccc1OCc1ccc(Cl)cc1
?	2%	30%[activator]	-37%	1	-6%	-6%	4%	-2%	Cc1ccc(NC(=O)Cn2c(=O)n(CCC(=O)NCc3ccccc3Cl)c(=O)c3ccccc32)c(C)c1
-8%[59 µM]	-14%	-1%	-11%	-2	7%	-17%	23%	0%	N#Cc1cccc(OCC(=O)NC(=O)NCc2ccccc2)c1
8.9µM*	66%[activator]	-3%	?	-1	-29%	-8%	13%	-3%	S=c1[nH]nc(-c2ccc(Cl)cc2)n1-c1ccc(Cl)cc1
0%	12%	-4%	2%	5	5%	5%	35%	i	CC(=O)NC1(c2ccccc2)CCN(c2nc(C)cc(C)n2)CC1
?	-5%	15%	17%	0	-2%	-24%	40%[activator]	9%	CC(C)CCn1c(CN2CCOCC2)nc2c1c(=O)n(C)c(=O)n2C
32%[59 µM]	27%	7%	8%	0	-4%	-11%	42%	-5%	Cn1ncc2c(NNC(=O)Cc3cccc4ccccc34)ncnc21
11%[59 µM]	-2%	4%	2%	-2	-12%	-17%	23%[57 µM]	i	Cc1cccc(C(=O)NCC(c2ccc3c(c2)OCO3)N2CCOCC2)c1 (centres undefined)
13%[2.33 µM]	-6%	-8%	0%	-5	-1%	-20%	29%	-2%	COc1cc(NC(=O)CSC(=S)N2CCCC2)c(OC)cc1Cl
4%	-2%	-2%	11%	-3	-15%	-9%	45%[activator]	-11%	Cc1ccc2cc3c(NC(=O)CC(C)C)nn(C)c3nc2c1
1%	-3%	1%	5%	7	10%	-9%	52%[activator]	-1%	CCc1c(C)nc2c(-c3ccccc3)c(-c3ccccc3)[nH]n2c1=O
-3%[59 µM]	14%	-1%	-12%	1	-25%	-13%	-2%	5%	O=C(NNC(=S)Nc1ccc(OC(F)F)cc1)c1cc2c(s1)CCCC2
·	12%	-16%	·	2	1%	-5%	31%	1%	CCOc1ccc(C(=O)NNC(=O)CN2C(=O)C3CC=CCC3C2=O)cc1OC (centres undefined)
4%[59 µM]	3%	4%	10%	-4	-9%	-8%	31%	8%	O=C(Nc1nnc(SCc2ccc(Cl)cc2)s1)C1CC(=O)N(Cc2ccccc2)C1 (centres undefined)
-48%	2%	6%	?	5	-8%	7%	5%	1%	NC(=O)C1CCN(C(=O)c2ccc3c(=O)n(Cc4ccco4)c(SCC(=O)c4ccccc4)nc3c2)CC1
-4%	18%	-1%	-11%	-19	6%	-9%	17%	5%	C/C(=N/NC(=O)CNc1ccc(Cl)cc1C)c1ccc(C)cc1
21%	-7%	8%	3%	-2	-4%	-20%	26%	i	CCCC(=O)Nc1nnc(SCC(=O)NCc2ccc3c(c2)OCO3)s1
-2%	-4%	-10%	-13%	-5	-9%[11.4 µM]	-27%	64%[activator]	i	CCN(CCn1cccn1)C(=O)CCc1nnc(C2CCCCC2)o1
?	1%	7%	1%	7	-11%	-4%	17%	-3%	CCOc1cc(C(=O)Nc2ccc(S(=O)(=O)N3CCCCC3)cc2)ccc1OCC(=O)N1CCOCC1
?	2%	71%[activator]	-36%	2	?	-5%	-6%	-9%	Cc1ccc(N=C2NC(=O)/C(=C/c3cccn3C)S2)cc1
-1%[12.7 µM]	-2%	-12%	4%	3	-17%	-4%	21%	-3%	CN1CCN(C(=O)c2ccccc2-c2nc(-c3ccc(Cl)cc3)no2)CC1
-12%[59 µM]	-6%	19%	-3%	3	-32%	-18%	22%	2%	O=C(CN1CCN(C(=O)c2ccc(-c3nc4ccccc4s3)o2)CC1)Nc1ccc(F)cc1
·	-3%	?	·	1	1%&-6%	-19%	44%&47%[activator]	i	CCC1(CC)C(=O)C2=C3C1[C@H](C(=O)OC)C=C(C(=O)OC)C[C@H]3[C@H]1C(=O)NC(=O)[C@H]1[C@H]2C (some centres undefined)
